Compound activity: PubChem, several laboratories
MCL1-BIM inh = inhibitors of MCL1 binding to BIM-BH3, primary screen, biochemical, fluorescence polarization; Induced myeloid leukemia cell differentiation protein Mcl-1 (Homo sapiens), Q07820; GST-MCL1 / FITC-Bim-BH3 fluorescence polarization; inhibition, % at 10.9 µM; actives 0.68% (n = 320,000); AID 2057, 2009;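 active means inhibition above the mean inhibition of all tested compounds plus 3 SD, set per campaign, cut at about 40% in these data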;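 further: 0% = DMSO wells and 100% = unlabeled Bim-BH3 peptide control; higher means more loss of mP so more displacement of Bim peptide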
Target sequence (Q07820 whole entry, looked up): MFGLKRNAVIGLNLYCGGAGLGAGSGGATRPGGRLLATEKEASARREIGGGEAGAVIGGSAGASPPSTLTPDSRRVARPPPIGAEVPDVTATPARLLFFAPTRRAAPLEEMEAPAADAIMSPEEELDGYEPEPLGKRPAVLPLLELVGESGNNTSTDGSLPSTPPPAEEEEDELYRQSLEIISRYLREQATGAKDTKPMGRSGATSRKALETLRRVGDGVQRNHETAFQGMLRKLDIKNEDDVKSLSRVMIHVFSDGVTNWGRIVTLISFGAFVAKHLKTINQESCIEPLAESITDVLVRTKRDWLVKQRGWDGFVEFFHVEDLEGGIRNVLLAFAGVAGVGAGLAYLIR
Fam108B counter = mouse Fam108B serine hydrolase inhibitors, primary screen, counter-screen for RBBP9 inhibitor project, biochemical, fluorescence polarization. recombinant Fam108B, FP-Rh probe fluorescence polarization. inhibition, % at 9.51 µM. actives 0.33% (n = 300,000). AID 1947, 2009;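 active means inhibition above the screen mean inhibition plus 3 SD, computed separately per campaign, cut at about 18% in these data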;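 further: inhibitors lower polarization as less probe binds the enzyme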
ZTA counter = counter-screen for EBNA-1 inhibitors: inhibitors of Epstein-Barr virus ZTA; actives 0.15% (n = 320,000); ZTA-DNA binding, fluorescence polarization; inhibition, % at 11 µM; AID 2234; P03206; in the data active means inhibition above about 33%
Bcl-xL primary = inhibitors of human Bcl-xL, primary screen, biochemical, fluorescence polarization, HTS; Bcl-2-like protein 1 (Homo sapiens), Q07817; GST-Bcl-xL / FITC-Bim BH3 peptide fluorescence polarization; inhibition, % at 10.9 µM; actives 0.7% (n = 320,000);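 active means inhibition above the mean of all tested compounds plus 3 SD, cutoff set per campaign, cut at about 30% in these data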;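 further: 0% = DMSO wells and 100% = unlabeled Bim-BH3 peptide competitor; inhibitors lower millipolarization by displacing the labeled peptide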
Target sequence (Q07817 whole entry, looked up): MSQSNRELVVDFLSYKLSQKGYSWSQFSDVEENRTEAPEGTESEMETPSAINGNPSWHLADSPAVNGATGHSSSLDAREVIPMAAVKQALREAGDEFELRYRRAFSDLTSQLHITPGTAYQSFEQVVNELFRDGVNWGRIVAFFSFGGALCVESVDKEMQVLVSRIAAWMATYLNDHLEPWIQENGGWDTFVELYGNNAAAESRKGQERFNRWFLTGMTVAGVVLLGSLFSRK
EBNA-1 inhibitor = EBNA-1 DNA-binding inhibitors, primary screen, biochemical, fluorescence polarization | AID 1950, 2009 | actives 0.34% (n = 300,000) | inhibition, % at 14.8 µM; in the data active means inhibition above about 28%
Yeast superoxide = reduction of superoxide in aged yeast, primary screen, HTS; S. cerevisiae aged cells, superoxide DHE fluorescence; stronger effect = lower value; superoxide response (% of plate mean), % at 10 µM; actives 0.18% (n = 330,000);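 active means superoxide response under a set limit, about three screen SD below normal, cut at about 65% in these data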;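 further: yeast aged for seven days with compound at 30 °C before DHE staining; 100% = average MFI of all compound-treated wells on the plate with controls excluded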
Efflux pump inh = inhibitors of Candida efflux pumps in yeast, primary screen, S. cerevisiae, Nile Red, multiplex; S. cerevisiae Candida pump triplex; inhibition, % at 10 µM; actives 0.44% (n = 330,000); AID 485275, 2010;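 active means plate passing quality check with inhibition over a set limit, or well fluorescence over plate mean plus 4 SD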;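 further: Nile Red retained in pooled yeast measured as flow cytometry median fluorescence; 0% = buffer negative control and 100% = Enniatin B positive control; higher means more Nile Red kept so more efflux inhibition; some compounds called inactive have numbers as strong as hits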
GLD-1 TGE inh = GLD-1/TGE RNA complex disruptors, primary screen, biochemical, fluorescence polarization. Female germline-specific tumor suppressor gld-1 (Caenorhabditis elegans), Q17339. purified GLD-1 + fluorescein TGE RNA. inhibition, % at 5.96 µM. actives 0.44% (n = 320,000). AID 2280, 2010;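 active means percent inhibition above a per-plate cutoff, the plate mean of test compounds plus 3 SD, cut at about 30% in these data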;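 further: 0% = DMSO wells with GLD-1 and probe and 100% = wells lacking GLD-1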
Target sequence (Q17339 whole entry, looked up): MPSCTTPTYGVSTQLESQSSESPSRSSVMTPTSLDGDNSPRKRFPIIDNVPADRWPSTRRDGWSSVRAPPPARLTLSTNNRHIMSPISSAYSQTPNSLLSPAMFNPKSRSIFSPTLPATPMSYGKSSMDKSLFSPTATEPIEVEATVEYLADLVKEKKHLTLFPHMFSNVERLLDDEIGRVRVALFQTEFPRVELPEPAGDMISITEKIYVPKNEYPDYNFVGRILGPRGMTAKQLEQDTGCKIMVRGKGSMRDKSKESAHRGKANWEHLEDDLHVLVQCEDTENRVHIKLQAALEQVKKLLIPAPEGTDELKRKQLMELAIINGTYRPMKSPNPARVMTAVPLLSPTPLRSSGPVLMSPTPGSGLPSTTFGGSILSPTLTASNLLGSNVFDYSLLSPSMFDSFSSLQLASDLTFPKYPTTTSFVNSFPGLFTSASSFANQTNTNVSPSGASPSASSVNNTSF
MEX-5 binding = MEX-5 zinc finger RNA-binding disruptors – biochemical, C. elegans, fluorescence polarization, MLPCN library, primary screen. Zinc finger protein mex-5 (Caenorhabditis elegans), Q9XUB2. MEX-5/FITC-TCR2 RNA binding; stronger effect = lower value. activity score (negative = inhibition of binding), % at 10 µM. actives 0.38% (n = 300,000). AID 1832, 2009;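 active means inhibition past about -25% in most replicates, and total fluorescence under double the plate's negative control median, limit read from the data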;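 further: 0% = DMSO and -100% = 5 µM competing unlabeled TCR2 RNA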
Active calls of the source: *; / = not tested or not shown.

smiles | MCL1-BIM inh | Fam108B counter | ZTA counter | Bcl-xL primary | EBNA-1 inhibitor | Yeast superoxide | Efflux pump inh | GLD-1 TGE inh | MEX-5 binding
Cc1ccc2c(c1)COc1c3ccc(C(=O)O)cc3nn1-2 | -3 | 0 | -4 | 1 | 0 | 107 | -0.1 | -4 | -5.9
O=C(Nc1nnc(C2=COCCO2)o1)c1ccc(F)cc1 | 4 | 1 | -1 | 2 | -9 | 107 | 0.2 | 1 | -2.5
CCCn1c(SCC(=O)NCc2ccc(OC)cc2)n[nH]c1=O | 5 | 3 | -21 | 0 | 0 | 98 | 0.0 | 5 | 0.0
N#CC1(NC(=O)COc2ccc(S(=O)(=O)N3CCCC3)cc2[N+](=O)[O-])CCCCC1 | -18 | 6 | -16 | -17 | -8 | 107 | 0.0 | -3 | 2.6
O=C(Nc1ccccc1C(=O)N/N=C/c1ccco1)c1ccccc1Cl | 3 | 10 | -8 | 5 | 0 | 111 | 0.1 | 11 | 1.3
O=C(c1ccccc1)N1CCN(C(=O)c2ccccc2Br)CC1 | 5 | -3 | 24 | 7 | -6 | 115 | 0.2 | -3 | -0.5
CC1CCCC(NC(=O)COC(=O)CN2C(=O)C3CCCCC3C2=O)C1C (configuration not stated) | 15 | 5 | 10 | 6 | -3 | 96 | 0.0 | -7 | -2.0
Cc1ccc(C)c(NC(=O)Cc2nc(CNCC(C)C)cs2)c1 | -5 | -1 | 17 | -2 | 7 | 93 | 0.0 | -4 | -3.4
CS(=O)(=O)c1ccc(Cl)c(NC(=O)Cc2c(Cl)cccc2Cl)c1 | 1 | -3 | -25 | 1 | -2 | 126 | 0.0 | -2 | 1.4
Cc1ccc2c(c1)C(=O)CC(O)(C(F)F)O2 (configuration not stated) | 3 | -2 | 7 | 6 | 1 | 101 | 0.0 | 6 | 0.4
S=c1[nH]cnc2scc(-c3ccccc3)c12 | 12 | 3 | 7 | 14 | 9 | 94 | -0.3 | 5 | -0.1
COC(=O)c1ccc(C23CC4(C2)[C@H](CN(CC2CCCCC2)[C@@H]4c2ccccc2)C3c2ccc(C(F)(F)F)cc2)cc1 (some centres not stated) | -2 | 2 | 3 | 6 | -2 | 96 | 0.1 | 7 | 5.0
COc1ccccc1OCCCC(=O)Nc1nccs1 | 8 | 4 | -2 | 0 | 6 | 109 | 0.1 | 4 | 2.0
O=C(N/C(=C\c1ccc([N+](=O)[O-])cc1)C(=O)N1CCCCC1)c1ccc(Br)o1 | 0 | -5 | 0 | 3 | 2 | 93 | 0.0 | 0 | -0.7
CC1=NN(C(C#N)c2ccc(F)cc2)C(C)(C)C1 (configuration not stated) | 8 | 2 | 12 | 15 | 5 | 91 | -0.1 | 0 | -1.1
O=C(NCC1CCCO1)c1ccc[nH]1 (configuration not stated) | -4 | 3 | 15 | 0 | 5 | 102 | -0.1 | 1 | -1.5
Cc1ccc(S(=O)(=O)c2cc(C#N)c(=O)[nH]c2N)cc1 | -27 | -1 | -1 | -19 | 4 | 107 | 0.1 | -28 | -1.5
O=C(NCc1ccccc1Cl)c1ccncc1 | -1 | -2 | -1 | -1 | 0 | 106 | 0.1 | -1 | 4.0
Cc1ccc(S(=O)(=O)N=Nc2c(O)[nH]c3ccccc23)cc1 | 4 | 12 | 9 | 3 | -5 | 102 | -0.1 | 9 | -0.4
Cc1cccc(OCC(=O)N(Cc2ccccc2)c2c(N)n(Cc3ccccc3)c(=O)[nH]c2=O)c1 | -10 | / | 16 | -6 | / | 98 | -0.1 | 3 | /
CC(C)CCNC(=O)c1ccc(Cl)c(N)c1 | -3 | 3 | 3 | -4 | 10 | 88 | -0.3 | -3 | 3.5
O=C(Nc1ccc(Cl)cn1)c1ccccc1F | 0 | 6 | -14 | 0 | 0 | 89 | -0.2 | -1 | -0.8
c1ccc2c(c1)CCCN2c1nc(N2CCOCC2)nc(N2CCOCC2)n1 | -4 | -1 | -13 | -6 | -13 | 109 | 0.0 | 5 | -4.1
Cc1ccnc(Nc2nc(-c3ccc(Cl)cc3)cs2)c1 | 52* | -4 | -2 | 23 | -8 | 108 | 0.2 | 32* | 2.3
O=C(CCl)N1CCN(S(=O)(=O)c2ccc3c(c2)CCC3)CC1 | -3 | / | -1 | -3 | / | 110 | 0.0 | -3 | /

Continued:
smiles | MCL1-BIM inh | Fam108B counter | ZTA counter | Bcl-xL primary | EBNA-1 inhibitor | Yeast superoxide | Efflux pump inh | GLD-1 TGE inh | MEX-5 binding
CCOc1ccc2nc(NC(=O)C3CSC4(C)CCC(=O)N34)sc2c1 (configuration not stated) | -4 | / | 6 | 5 | / | 115 | -0.2 | 0 | /
O=C(OCC1CC(c2ccccc2Cl)=NO1)c1ccc(Br)cc1 (configuration not stated) | -2 | 1 | -2 | -1 | 1 | 88 | 0.1 | -6 | 1.3
CC(=O)N1CCc2cc(S(=O)(=O)NC3CCCc4ccccc43)ccc21 (configuration not stated) | -2 | -3 | -5 | 2 | -2 | 100 | -0.1 | -2 | /
COc1ccc(C2=Nn3c([n+](C)c4ccccc43)SC2)cc1 | 6 | 1 | -3 | 4 | -5 | 108 | -0.1 | 1 | 0.0
CCC(C)NC(=O)c1cc(-c2cccs2)nc2ccccc12 (configuration not stated) | 3 | 5 | -15 | 1 | -13 | 80 | 0.1 | -4 | 0.7
CCOC(=O)Cc1nn(CC)c(=O)c2ccccc12 | 3 | 4 | 4 | 4 | 3 | 88 | -0.1 | 12 | 0.9
CCOC(=O)CN1C(=O)/C(=C/c2c(F)cccc2Cl)Oc2ccccc21 | -2 | -7 | -6 | 2 | -3 | 85 | -0.2 | 5 | 1.4
O=C(Nc1ccc(CN2CCOCC2)cc1)c1cccc(F)c1 | 6 | 2 | -1 | 3 | 10 | 83 | -0.1 | 10 | /
CC1CN(C(=O)CSc2nnc(-c3ccncc3)n2-c2ccccc2)CC(C)O1 (configuration not stated) | -1 | 2 | 10 | 1 | 2 | 110 | 0.0 | 7 | -3.2
COc1ccc(/C=C/C(=O)OCC(=O)N2CCCC2)c(OC)c1 | -6 | / | -23 | 2 | / | 96 | -0.1 | 5 | /
CS(=O)(=O)NNC(=O)c1csc(Cc2c(Cl)sc3ccc(Cl)cc23)n1 | 3 | 2 | 11 | 2 | 40* | 99 | 0.4 | 4 | 0.3
Cc1ccc(CN2C(=O)CSC2c2ccccc2F)cc1 (configuration not stated) | 10 | 2 | 2 | 1 | -3 | 91 | 0.0 | 0 | -0.3
CCn1c(SCC(=O)Nc2ccc(F)cc2)nnc1-c1cnccn1 | 1 | -2 | 17 | 6 | 7 | 114 | -0.1 | -4 | 0.9
COc1cc(-c2nc3ccc(N4CCN(C)CC4)cc3[nH]2)cc(OC)c1OC | -1 | 3 | -1 | 3 | 1 | 96 | 0.0 | 7 | -1.4
Cc1[nH]nc2c1C(c1cccs1)C1=C(CC(C)(C)CC1=O)N2 (configuration not stated) | -4 | -1 | -4 | 2 | 4 | 101 | -0.1 | 5 | 1.9
COc1ccc(S(=O)(=O)N(C)CC(=O)NC2CCCCC2)cc1Cl | 6 | 2 | -4 | 2 | -5 | 97 | -0.1 | -4 | -1.1
CC(=O)Nc1ccc(/C=N/NC(=O)c2cc(-c3ccco3)nc3ccccc23)cc1 | 0 | -48 | 10 | 2 | 14 | 105 | 0.2 | 3 | -2.6
COc1cc2c(cc1OC)CN(C(=O)/C=C/c1cccs1)CC2 | 3 | -2 | 4 | 2 | 1 | 104 | 0.0 | 1 | 3.5
CCOc1ncccc1C(=O)Nc1ccc(-c2ccc3nnc(C)n3n2)cc1 | 3 | 0 | -11 | 8 | 12 | 96 | 0.1 | 1 | -0.9
CCOC(=O)c1c(C)[nH]c(C(=O)CN2C(=O)C(=O)N(CC(C)C)C2=O)c1C | 6 | -2 | 0 | 6 | -12 | 88 | 0.1 | 6 | -4.0
O=C(O)/C=C/c1ccc(S(=O)(=O)N(CCO)CCO)cc1 | 5 | -5 | 4 | 5 | 7 | 86 | 0.0 | 3 | 0.6
CC(Oc1ccc(C(C)(C)C)cc1)C(=O)NC1CC(C)(C)NC(C)(C)C1 (configuration not stated) | 5 | 3 | 6 | 2 | 5 | 88 | 0.1 | -1 | 0.9
CCN(CC)CCCNC(=S)N1CCn2c(nc3ccccc32)C1 | 3 | 2 | 2 | -1 | 6 | 97 | 0.0 | -7 | -2.2
O=c1cc(CN2CCCCCC2)nc2sccn12 | 11 | 2 | -1 | 11 | -4 | 110 | -0.1 | 5 | -0.1
COc1cc2c(cc1OC)C(C(=O)NCCN1CCOCC1)C1c3ccccc3CCN1C2=O (configuration not stated) | -2 | -2 | -3 | -2 | -14 | 107 | 0.1 | 2 | 2.4

More structures
smiles | MCL1-BIM inh | Fam108B counter | ZTA counter | Bcl-xL primary | EBNA-1 inhibitor | Yeast superoxide | Efflux pump inh | GLD-1 TGE inh | MEX-5 binding
CC(NC(=O)CSc1nnc2n1CCCCC2)c1ccccc1Cl (configuration not stated) | -3 | / | 12 | 0 | / | 96 | 0.0 | -4 | /
O=C(NCc1ccccc1F)c1ccc2ccccc2n1 | 3 | 1 | -6 | 4 | 7 | 97 | 0.0 | 2 | 2.3
Cc1ccc(-c2cc(-c3cccs3)[nH]n2)c(O)c1 | 8 | 2 | 0 | -2 | 6 | 90 | -0.3 | -3 | -0.8
O=C(CCCn1c(SCC(=O)Nc2ccccc2C(F)(F)F)nc2ccccc2c1=O)NCC1CCCO1 (configuration not stated) | 2 | -4 | -8 | 3 | -1 | 88 | 0.1 | 0 | 2.9
COC(=O)CN(C(=S)Nc1ccc(Cl)cc1)C1CC(=O)N(c2ccc(OC)cc2)C1=O (configuration not stated) | 1 | -1 | 7 | -3 | -4 | 106 | -0.1 | 1 | 0.5
COc1ccc(NS(=O)(=O)c2cc(OC)ccc2NC(=O)c2cc(C)oc2C)cc1 | 7 | -1 | 5 | 4 | -9 | 99 | 0.1 | 9 | 2.9
Cc1cc(NC(=O)CCC(=O)N(CCC(C)C)C(C(=O)NC2CCCC2)c2cccnc2)no1 (configuration not stated) | -5 | 0 | -1 | -2 | -5 | 99 | 0.1 | 6 | 1.8
COc1ccc(N(C(=O)CNC(=O)c2cccs2)C(C(=O)NC2CCCC2)c2ccncc2)cc1 (configuration not stated) | 10 | -1 | 3 | 6 | -15 | 105 | 0.1 | -5 | -0.9
Cn1c(CO)cnc1SCC(=O)c1ccc(F)cc1 | 13 | -2 | 12 | 6 | 9 | 95 | -0.2 | 1 | 0.7
C/C(=N\NC(=O)c1ccncc1)c1cc2ccccc2o1 | 9 | 3 | -17 | -2 | -5 | 112 | 0.4 | 1 | -2.2
Cc1cccc(NC(=O)N2CCCC2C(=O)NCc2cccs2)c1 (configuration not stated) | 4 | 2 | -13 | 4 | -5 | 110 | 0.6 | 3 | -0.5
COc1ccccc1-c1c(C(F)(F)F)oc2cc(OCC(=O)Nc3ccccc3C(F)(F)F)ccc2c1=O | 14 | 3 | 12 | 4 | 11 | 102 | -0.1 | -1 | -0.3
